# HKDC1 inh – inhibitors of human hexokinase HKDC1; recombinant HKDC1, G6PDH/diaphorase resazurin coupled fluorescence; inhibition, % at 20 µM; 0.16% of 340,000 active; AID 493160;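 active means inhibition above about 35% when tested at 20 µM, limit read from the data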;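 further: plate controls were DMSO wells with enzyme for no effect and DMSO wells lacking enzyme for full effect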
# Target sequence (Q2TB90 whole entry, looked up): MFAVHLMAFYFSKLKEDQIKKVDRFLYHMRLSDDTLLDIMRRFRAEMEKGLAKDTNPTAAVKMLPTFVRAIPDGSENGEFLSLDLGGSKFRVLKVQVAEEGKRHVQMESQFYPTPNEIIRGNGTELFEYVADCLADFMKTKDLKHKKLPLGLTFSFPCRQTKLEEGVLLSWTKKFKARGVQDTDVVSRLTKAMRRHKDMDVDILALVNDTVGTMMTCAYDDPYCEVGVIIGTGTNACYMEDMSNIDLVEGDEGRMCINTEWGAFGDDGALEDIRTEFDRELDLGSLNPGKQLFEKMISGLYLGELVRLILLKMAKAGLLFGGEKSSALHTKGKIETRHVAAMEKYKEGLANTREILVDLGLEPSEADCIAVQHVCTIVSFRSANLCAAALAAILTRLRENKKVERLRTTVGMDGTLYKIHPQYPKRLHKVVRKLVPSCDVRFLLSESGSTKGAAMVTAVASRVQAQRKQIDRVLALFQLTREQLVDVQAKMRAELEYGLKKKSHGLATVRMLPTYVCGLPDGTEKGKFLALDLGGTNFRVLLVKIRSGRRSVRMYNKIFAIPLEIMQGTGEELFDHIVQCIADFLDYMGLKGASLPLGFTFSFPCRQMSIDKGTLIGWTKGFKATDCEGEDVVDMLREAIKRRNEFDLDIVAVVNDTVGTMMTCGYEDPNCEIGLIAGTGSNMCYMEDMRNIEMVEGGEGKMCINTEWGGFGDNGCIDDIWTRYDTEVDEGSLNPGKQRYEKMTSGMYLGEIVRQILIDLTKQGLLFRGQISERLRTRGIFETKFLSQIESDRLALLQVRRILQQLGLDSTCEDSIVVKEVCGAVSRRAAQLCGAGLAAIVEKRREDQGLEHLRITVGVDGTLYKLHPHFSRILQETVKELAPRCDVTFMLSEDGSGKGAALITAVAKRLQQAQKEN
#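 Test system: Recombinant HKDC1 (HK5) hexokinase enzyme, produced in-house | Input: HKDC1 at 5 µg/mL | Buffer or medium: Tris pH 8.0 buffer with MgCl2, Tween-20, BSA, BME | Schedule: 90 min reaction incubation at room temperature, dark | Technique: Resazurin-to-resorufin fluorescence via G6PDH and diaphorase coupling, 525/613 nm | Controls: DMSO wells with and without enzyme mix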
# SENP7 block – blocks the human protease SENP7; 1.5% of 330,000 active; Q9BQF6; inhibition, % at 5 µM; recombinant SENP7, Z-RLRGG-aminoluciferin luminescence, 40 min; AID 434973;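 active means inhibition above about 50% at the single test dose, limit read from the data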;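 further: plate controls were DMSO with enzyme for no effect and no enzyme buffer wells for full effect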
# Apaf-1 inh – blocks human Apaf-1 apoptosome activity; AID 489030; inhibition, % at 20 µM; 0.71% of 330,000 active; reconstituted apoptosome caspase-3 activity, DEVD-Rh110 fluorescence; active means inhibition of at least 40% at 20 µM;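 further: plate controls were DMSO wells for no effect and DEVD-CHO caspase inhibitor wells for full effect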
#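 Material: reconstituted apoptosome with Apaf-1, cytochrome c, caspase-9, procaspase-3, dATP. Technique: Rh110 fluorescence intensity. Buffer or medium: pH 7.5 Hepes buffer with CHAPS, BSA, DTT. Times: 30 min plus 50 min, RT.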
# SENP6 inh – blocks the human protease SENP6; Q9GZR1; Recombinant SENP6 catalytic domain, aminoluciferin luminescence; inhibition, % at 10 µM; 1.8% of 330,000 active;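 active means inhibition above about 50% at the single tested dose, limit read from the data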;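 further: plate controls were DMSO wells with enzyme for no effect and DMSO wells lacking enzyme for full effect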
# SENP8 block-1 – SENP8 (human) protease inhibition; Q96LD8; recombinant SENP8, Nedd8 substrate fluorescence; inhibition, % at 20 µM; 0.64% of 360,000 active; AID 602440; in the data active means inhibition mostly above about 40%, no sharp cut-off; inactive means mostly below about 27%
# SENP1 inh – inhibitors of human SENP1 SUMO protease catalytic domain. 0.21% of 360,000 active. inhibition, % at 10 µM. recombinant SENP1 catalytic domain, CyPet-SUMO1-YPet FRET cleavage. Q9P0U3. AID 624204;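 active means inhibition at least 30% at 10 µM, raw YFP signal under a set limit, fluorescence ratio 0.5 to 1.5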;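 further: 0% = enzyme with DMSO and 100% = no enzyme wells; some results filed as inactive read as strong as hits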
#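 Material – human SENP1 catalytic domain · Input – SENP1 enzyme, 20 pM final · Compound dosing – single concentration of 10 µM compound, 0.5% DMSO final · Timing – enzyme reaction for 50 min at room temperature, dark · Measured by – FRET fluorescence in CFP and YFP emission channels · Control set – no-enzyme wells low, DMSO-plus-enzyme wells high control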
# SENP8 block-2 – SENP8 protease inhibition; Q96LD8; purified SENP8, Z-RLRGG-aminoluciferin cleavage, luminescence; inhibition, % at 10 µM; 1.2% of 330,000 active; AID 2540; in the data active means inhibition above about 50%
# PfGluPho inh – PfG6PD (Plasmodium falciparum) enzyme inhibition. PfGluPho enzyme, NADPH resazurin-diaphorase fluorescence. inhibition, % at 20 µM. 0.78% of 350,000 active;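 active means inhibition reaching at least a set limit at 20 µM in the primary screen, cut at about 59% in these data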;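 further: 0% = DMSO wells with substrate and 100% = DMSO wells lacking glucose-6-phosphate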
# * marks the source's active call; other numbers are inactive results; . = not tested or not shown.
SMILES,HKDC1 inh,SENP7 block,Apaf-1 inh,SENP6 inh,SENP8 block-1,SENP1 inh,SENP8 block-2,PfGluPho inh
O=P(c1ccccc1)(c1ccccc1)N(c1ccccc1)c1ccccc1,-4.9,5.1,-6.8,-18.2,0.2,-1.3,-3.5,-0.2
CCn1c(=O)c(C(=O)CN(C)CC(=O)Nc2ccccc2Br)c(N)n(Cc2ccccc2)c1=O,-3.8,-4.2,21.7,-1.1,1.1,-1.5,-5.7,14.4
CN(C)CC/C=C1\c2cc(Cl)ccc2Sc2cc(F)c(F)cc21,-1.0,4.1,4.8,-13.8,8.7,-1.8,-5.2,12.8
Cc1ccc(Nc2nnc(-c3ccncc3)s2)c(Br)c1,-8.7,11.7,11.8,3.5,7.4,1.5,4.4,-1.5
COc1ccc(OC)c(NC(=O)c2ccc(S(=O)(=O)N3CCOCC3)cc2)c1,-1.8,-0.3,2.5,-17.7,7.5,1.6,-6.7,-7.9
O=C1NCC(COCc2ccco2)O1 (stereo not drawn),-11.0,-2.9,-24.3,-16.2,16.8,-0.3,-10.0,-7.1
CCOC(=O)c1cnc(SCc2ccc(C)cc2)nc1N,7.0,3.7,18.9,0.5,12.0,0.6,-4.6,10.4
CN(C)C(=S)NC(=O)C(c1ccccc1)c1ccccc1,5.2,2.3,2.8,-14.2,4.4,1.9,-0.3,4.4
O=C(/C=C/c1cnc2ccccc2n1)NC1CCCCCC1,4.3,4.5,0.4,-2.6,9.9,-5.9,-3.7,6.8
COc1ccc(C(C(=O)NCCC(C)C)N(CCO)C(=O)c2snc(C(N)=O)c2N)cc1 (stereo not drawn),-3.5,3.2,-12.3,3.0,-325.1,-4.8,-10.0,4.1
Cc1ccccc1CC1(CO)CCCN(Cc2c(C)nn(C)c2Cl)C1 (stereo not drawn),-1.1,4.0,-10.8,-3.6,-4.4,-19.1,-0.5,-9.0
O=C(CN(C(=O)CSc1nnc(COc2ccccc2)o1)c1ccc(F)cc1)NC1CCCC1,-2.3,-0.4,6.5,19.1,20.8,2.0,5.0,10.8

# Five compounds already listed, arranged by their value in HKDC1 inh, high to low.
compound	HKDC1 inh	SENP7 block	SENP6 inh	SENP1 inh	PfGluPho inh
O=C(/C=C/c1cnc2ccccc2n1)NC1CCCCCC1	4.3	4.5	-2.6	-5.9	6.8
CN(C)CC/C=C1\c2cc(Cl)ccc2Sc2cc(F)c(F)cc21	-1.0	4.1	-13.8	-1.8	12.8
Cc1ccccc1CC1(CO)CCCN(Cc2c(C)nn(C)c2Cl)C1 (stereo not drawn)	-1.1	4.0	-3.6	-19.1	-9.0
Cc1ccc(Nc2nnc(-c3ccncc3)s2)c(Br)c1	-8.7	11.7	3.5	1.5	-1.5
O=C1NCC(COCc2ccco2)O1 (stereo not drawn)	-11.0	-2.9	-16.2	-0.3	-7.1

# Following part:
SMILES,HKDC1 inh,SENP7 block,Apaf-1 inh,SENP6 inh,SENP8 block-1,SENP1 inh,SENP8 block-2,PfGluPho inh
O=C(O)CCC(=O)NCC(=O)c1ccc(F)cc1,-4.6,-0.5,-1.3,3.9,9.0,0.9,-2.8,2.8
CN1CCN(C(=O)C2CCCCC2C(=O)O)CC1 (stereo not drawn),-6.8,-13.0,-2.2,11.6,3.8,1.3,2.0,-1.1
CCCNC(=O)CSc1n[nH]c(=O)n1CCc1ccccc1,1.0,-6.3,6.6,-10.5,17.5,2.4,-10.4,5.3
O=C(O)CN1C(=O)/C(=C\c2cccc(OCc3ccccc3)c2)SC1=S,10.3,4.1,4.2,-12.1,15.8,1.4,-31.1,-8.9
Cc1ccc2nc3c(cc(C#N)c(=N)n3Cc3cccnc3)c(=O)n2c1,.,-1.1,-3.7,-4.4,.,.,5.5,.
COc1ccc(Cc2nc3ccc(S(=O)(=O)N4CCOCC4)cc3[nH]2)cc1,-8.0,-5.4,-15.8,-0.5,8.4,1.4,1.6,4.8
O=C(COC(=O)c1nn(-c2ccccc2)c(=O)c2ccccc12)NC1CCS(=O)(=O)C1 (stereo not drawn),-10.9,-7.4,-2.6,-11.7,-4.3,1.6,-11.3,18.5
CC(NC(=O)C(=O)N/N=C\c1ccc([N+](=O)[O-])cc1)c1ccccc1 (stereo not drawn),-13.9,0.1,5.5,-2.2,17.8,-0.3,-3.2,8.0
CCN1C(=O)C2(C(C(=O)c3cc4ccccc4o3)=C(O)C(=O)N2CCCN(C)C)c2ccccc21 (stereo not drawn),5.6,5.3,-18.3,-1.5,.,.,-1.9,-6.8
O=C(CN1C(=O)C2C3CC(C(Br)C3Br)C2C1=O)OCC(=O)c1cccc([N+](=O)[O-])c1 (stereo not drawn),-10.2,-8.2,0.2,7.0,2.7,-0.1,-5.0,4.9
O=C(O)c1ccc(S(=O)(=O)NCc2ccc3c(c2)OCO3)cc1,-3.0,3.1,3.8,4.6,11.6,-1.9,-0.6,-8.2
CON/C=C(\C=Nc1ccccc1)c1ncc(C(F)(F)F)cc1Cl,-2.3,-6.0,1.7,0.0,31.9,0.5,-2.5,19.0
Cc1ccc(-n2c(SCc3nc4ccccc4[nH]3)nnc2-c2ccncc2)cc1,-6.3,-5.3,-0.5,4.0,-15.4,-8.1,-7.8,4.0
CCCCCn1c(=O)[nH]c2cc(C(=O)NCCN3CCC(C)CC3)ccc2c1=O,-1.9,-6.9,-1.6,-9.4,-135.1,4.1,1.4,-1.7
COc1cc2ccccc2cc1C(=O)Nc1ccc2oc(=O)ccc2c1,-2.8,-5.3,0.7,-15.9,-269.9,-0.7,0.6,8.1
CC(C(=O)O)n1c2ccccc2c2cn[nH]c(=O)c21 (stereo not drawn),-1.7,-4.9,-2.7,7.9,8.4,-0.9,-9.0,-14.9
COc1ccc2oc(=N)c(C(=O)Nc3ccccc3Cl)cc2c1,-6.9,61.0*,19.3,11.7,-255.9,-105.7,-13.1,-1.0
Cc1ccc(C(C(=O)NC2CCCCC2)N2CCCC2)cc1 (stereo not drawn),-3.7,1.3,-6.9,-1.4,22.5,2.9,-0.4,8.4
Cc1cc(C)n2nc(SCC(=O)N(CCC#N)c3ccccc3F)nc2n1,-3.8,3.9,-0.8,-2.1,12.6,-0.6,-3.1,17.9
COc1cc(C(=O)/C=C/Nc2ccc(NC(C)=O)cc2)cc(OC)c1OC,13.1,6.7,-4.3,-1.3,-180.4,-27.4,0.1,4.1
Cc1nc2oc3c(NCc4ccccn4)ncnc3c2c2c1COC(C)(C)C2,21.9,2.7,5.9,2.6,-222.1,-6.5,1.2,22.9
O=C(O)/C=C/C(=O)NCCC1=CCCCC1,-6.8,-2.5,-5.9,-0.6,13.0,-2.5,1.5,4.6
Clc1ccccc1-c1ccc2ncnc(NCc3cccs3)c2c1,0.8,1.0,26.1,1.8,-19.7,1.8,5.3,-6.4
COc1ccc2nc(/N=C(\N)NC(=O)N3c4ccccc4Sc4ccccc43)nc(C)c2c1,-3.2,-0.2,-0.8,-1.0,-95.5,-21.1,9.0,-4.5
COc1ccccc1CNC(=O)COC(=O)C12CC3CC(CC(O)(C3)C1)C2,3.9,0.8,-12.8,-5.9,12.0,0.0,-0.1,2.7
CCc1ccc(NC(=O)c2noc3c2CCC3)cc1,2.2,60.0*,-0.6,88.0*,12.7,-5.8,70.3*,7.2
N#Cc1ccc(C(=O)CSc2n[nH]c(=O)n2Cc2ccco2)cc1,-3.4,0.7,-3.3,1.5,0.3,1.4,1.8,6.0
CCc1ccc(CNC(=O)C2CCCN(c3nc4ccccc4o3)C2)cc1 (stereo not drawn),-1.6,-5.0,13.9,-6.6,6.9,3.6,-2.6,-6.4
Cc1ccc(NC(=O)C2CCCCC2)cc1C,-3.9,-5.5,-5.6,-6.3,7.2,1.4,6.0,9.8
COCc1cc(=O)[nH]c(Cc2c(Cl)cccc2Cl)n1,-3.2,7.1,0.0,5.3,16.4,1.4,2.8,0.6
CCNC(=O)C(Sc1ccccc1)c1ccccc1 (stereo not drawn),0.5,0.7,4.2,-12.7,-1.2,0.3,-0.1,1.0
O=C(c1ccc(Br)c(S(=O)(=O)N2CCCCC2)c1)N1CCCCC1,-5.3,-7.0,1.5,3.0,7.4,3.2,-4.8,5.5
O=C(CSc1ccc2nnc(-c3ccc(F)cc3)n2n1)N1CCOCC1,-1.6,-5.4,7.8,-2.7,-172.0,1.0,1.3,16.1
CCN(CC)c1nc(Nc2ccccc2)nc(Oc2ccc(=O)[nH]n2)n1,-8.1,4.7,0.5,-5.4,17.3,0.5,0.1,-16.6
Cc1nc2ccc(NC(=O)N3CCSCC3)cc2s1,-3.6,-5.4,10.7,-8.3,-121.8,-39.7,-3.7,6.1
NC(=O)C1(N2CCCCC2)CCN(CC(=O)Nc2ccc(Oc3ccccc3)cc2)CC1,2.7,-1.7,-5.7,4.3,16.6,1.0,0.1,-9.5
O=C(NNc1ncnc2c1cnn2-c1ccc(F)cc1)c1cccs1,-1.4,1.6,4.9,6.2,-32.7,-18.6,-2.5,20.3
CCSc1cc(C)nc2ncnn12,-4.2,-4.8,-1.7,-12.3,20.0,0.4,-3.1,-3.2
CCOC(=O)CCC(=O)Nc1cccc([N+](=O)[O-])c1,-6.2,1.4,-7.3,-8.8,17.1,1.1,-3.8,10.1
CC(NC(=O)COc1ccc(Oc2ccccc2)cc1)C(=O)O (stereo not drawn),2.7,0.0,2.3,-14.8,15.4,1.0,-6.0,-6.2
CC1CCCC(NC(=O)CN2C(=O)NC(C)(c3cc(F)ccc3F)C2=O)C1C (stereo not drawn),-5.5,-4.8,-1.6,-11.3,0.6,3.0,2.2,2.4
COc1ccc(Nc2ncccc2C(=O)O)cc1,-4.9,41.6,-2.8,57.2*,23.3,3.3,16.2,-9.0
CC(NC(=O)C(C)N1C(=O)C2C3CC(C(Br)C3Br)C2C1=O)c1ccccc1 (stereo not drawn),0.2,3.4,-11.5,12.1,12.0,0.2,2.8,14.8
CC1=NN(c2ccccc2)C(=O)/C1=C\c1ccc(Oc2ccc([N+](=O)[O-])cc2[N+](=O)[O-])cc1,22.6,68.4*,91.9*,25.2,41.1*,3.0,3.8,29.4
O=C(Cn1cnc2ccccc2c1=O)Nc1ccc(-c2nnc3n2CCCCC3)cc1,-6.4,-4.4,7.5,-21.9,-4.7,-4.0,-6.1,-5.0
COc1cccc(C(=O)Nc2cc(C(=O)NCc3ccc(C)cc3)ccc2N2CCC3(CC2)CC(c2cccc(Br)c2)=NO3)c1,-5.8,-3.0,16.9,4.7,7.3,1.6,-0.1,-3.9
COc1ccccc1NC(=O)c1ccc(NC(=O)c2ccc(=O)[nH]c2)cc1,1.3,-4.8,-9.2,8.2,-13.6,-3.3,-5.9,-5.2
NC(=O)c1cccn(Cc2ccc(C(F)(F)F)cc2)c1=O,-2.7,2.3,1.4,-35.7,-389.2,1.6,1.4,-8.1
O=C(O)/C=C\C(=O)Nc1ccc(Oc2ccccc2)cc1,0.8,-2.8,-19.7,-15.0,5.2,-0.1,-0.4,5.5
O=C(O)c1cc(S(=O)(=O)Nc2ccc(OCc3ccccc3)cc2)ccc1Br,2.4,-3.0,6.1,-17.9,24.5,0.3,-3.0,-13.7

# Looked up above:
# COc1ccc(Nc2ncccc2C(=O)O)cc1 in SENP8 block-1 reads 23.3
# CC1CCCC(NC(=O)CN2C(=O)NC(C)(c3cc(F)ccc3F)C2=O)C1C (stereo not drawn) in Apaf-1 inh reads -1.6

# Compound activity from PubChem BioAssay.
